Screening data as filed in PubChem.
HIV fusion peptide: inhibitors of HIV fusion peptide binding, primary screen, biochemical, uHTS, fluorescence dequenching (AID 1986) | cell-free peptide binding, fluorescence dequenching, 30 min; higher % means a stronger effect | inhibition, % at 20 µM; hits with a dose series show IC50 in µM | 0.3% of 290,000 active; in the data active means inhibition mostly above about 52%, no sharp cut-off; inactive means mostly below about 76%; further: some results filed as inactive read as strong as hits
XIAP antagonists: XIAP antagonists, biochemical, IAP family, fluorescence polarization (AID 1018). E3 ubiquitin-protein ligase XIAP (Homo sapiens). XIAP BIR domain, fluorescence polarization peptide displacement; higher % means a stronger effect. displacement, % at 20 µM; hits with a dose series show IC50 in µM. 0.007% of 200,000 active; in the data active means displacement above about 50%; further: a part of the inactive calls stands beside numbers as strong as those of hits
Lipid droplet: inhibitors of hepatocyte lipid droplet formation, primary screen, imaging, high-throughput imaging, BODIPY stain | inhibition, % at 6.5 µM | 0.4% of 240,000 active | AML12 mouse hepatocytes, oleate lipid droplets;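 active means lipid droplet intensity inhibited by at least 50%, with more than 500 cells counted; inconclusive means wells with under 300 cells, treated as cytotoxic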
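Technique: fluorescence imaging, 20x objective, two fields per well / Assay system: AML12 hepatocytes (mouse) / Measure: % inhibition of lipid droplet signal / Doses: 6.5 µM single-point dosing / Incubation: overnight exposure / Reagent: 100 µM oleic acid challenge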
LYP inhibition: inhibitors of LYP phosphatase, biochemical, fluorescence intensity, uHTS (AID 1779); Tyrosine-protein phosphatase non-receptor type 22 (Homo sapiens); recombinant LYP phosphatase, fluorescence intensity; higher % means a stronger effect; inhibition, % at 11.5 µM, or IC50 in µM where a hit was titrated; 0.054% of 290,000 active;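 further: plate controls were vehicle with enzyme for no effect and no enzyme for full effect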
AID2073: inhibitors of Mint1-CaV2.2 protein interaction, biochemical, HTRF (AID 2073); HTRF protein-protein interaction, Mint1-CaV2.2; higher % means a stronger effect; inhibition, % at 20 µM; hits with a dose series show IC50 in µM; 0.19% of 290,000 active; in the data active means inhibition mostly above about 51%, no sharp cut-off; inconclusive means no clear call, values can overlap the other calls; inactive means mostly below about 53%; further: some results filed as inactive read as strong as hits
SIAH1 antagonists: Siah-1 peptide-binding antagonists, primary screen, biochemical, fluorescence polarization, rhodamine-plectin, uHTS (AID 1817). displacement, % at 20 µM, or IC50 in µM where a hit was titrated. Siah-1 / rhodamine-plectin peptide fluorescence polarization; higher % means a stronger effect. 0.02% of 290,000 active;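 active means displacement of at least 50% at 20 µM, with a fluorescence ratio check between 0.3 and a set limit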;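 further: plate controls were Siah plus tracer with DMSO for no effect and tracer alone without Siah for full effect; strong numbers were not always called active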
NS5 inhibitors: Dengue-2 NS5 methyltransferase inhibitors, primary screen, biochemical, confirmation dose response (AID 588689). Dengue-2 NS5 methyltransferase capping enzyme assay, biochemical; higher % means a stronger effect. 0.3% of 340,000 active. inhibition, % at 25 µM; hits with a dose series show IC50 in µM. Genome polyprotein (Dengue virus type 2 (strain 16681-PDK53)); in the data active means a potency from the dose series; inconclusive means inhibition above about 29% without an active follow-up result
HEK293 NOD2/NF-kB: NOD2 signaling inhibitors, cell-based, luminescence, uHTS, HEK293 (AID 1566); HEK293 NOD2/NF-kB luciferase reporter, luminescence; higher % means a stronger effect; one-dose inhibition, % at 4 µM; EC50 in µM for titrated hits; 0.63% of 290,000 active; further: many of its hits are not listed in these tables
Myeloid diff MLP: induction of myeloid progenitor differentiation, primary screen, cell-based, flow cytometry, MLPCN library; ER-HoxA9 myeloid progenitors, lysozyme-GFP differentiation; calls only at 10 µM; 1% of 360,000 active; AID 624256, 2012;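 active means normalized GFP-positive differentiation at or above the plate's own cutoff, the solvent-only control mean plus 3 SD; inconclusive means no clear call, values can overlap the other calls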;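 further: cells exposed to compound for four days before flow analysis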
Lipid droplet cells 6.5 µM: further read-out of Lipid droplet, marked with its call; cell count; measured here: cell count, cytotoxicity flag;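 cells counted across two imaged fields per well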
NS5 inhibitors pilot replicate: further read-out of NS5 inhibitors, marked with its call; inhibition, %; measured here: pilot screen replicate inhibition
Myeloid diff MLP GFP+ MAC1+ %: also measured in Myeloid diff MLP; calls as there; GFP+ MAC1+ double positive, %; measured here: differentiation confirmed by MAC1 staining
* hit, by the source's call; i = inactive; ? = inconclusive; . = not tested or not shown. Unless noted, no stated cut-off is given here; in the data, active means inhibition above about 50%; inactive means the rest. Only part of the results is shown (hit frequency here may not be typical).

Sample of the layout (4 entries):
SMILES	HIV fusion peptide	XIAP antagonists	Lipid droplet	Lipid droplet cells 6.5 µM	LYP inhibition	AID2073	SIAH1 antagonists	NS5 inhibitors	HEK293 NOD2/NF-kB	Myeloid diff MLP	Myeloid diff MLP GFP+ MAC1+ %	others
O=C(O)c1ccccc1C(=O)Nc1n[nH]c(=S)s1	4.3%	-8.0%	.	.	-6.6%	-48.9%	1.1%	4.9%	21.0%	i	2.7
O=C(NC1CCCc2c1cnn2-c1cc(F)cc(F)c1)c1ccccn1 (configuration not stated)	1.4%	.	63.8*	698*	-4.3%	-2.9%	-6.0%	-7.5%	14.2%	i	2.9
COc1ccc(OC)c(NC(=O)CSc2nnc(C3CCCCC3)o2)c1	-0.2%	-2.7%	-25.4	652	0.8%	-3.1%	0.0%	7.6%	17.1%	i	0.2
CCOC(CCNC(=O)c1cn(CC(C)C)c(=O)c2c1c1ccccc1n2C)OCC	-1.5%	.	-10.7	805	-8.5%	9.9%	3.5%	-11.2%	9.4%	i	0.3

The list itself, repeating the preview:
SMILES	HIV fusion peptide	XIAP antagonists	Lipid droplet	Lipid droplet cells 6.5 µM	LYP inhibition	AID2073	SIAH1 antagonists	NS5 inhibitors	HEK293 NOD2/NF-kB	Myeloid diff MLP	Myeloid diff MLP GFP+ MAC1+ %	others
O=C(O)c1ccccc1C(=O)Nc1n[nH]c(=S)s1	4.3%	-8.0%	.	.	-6.6%	-48.9%	1.1%	4.9%	21.0%	i	2.7
O=C(NC1CCCc2c1cnn2-c1cc(F)cc(F)c1)c1ccccn1 (configuration not stated)	1.4%	.	63.8*	698*	-4.3%	-2.9%	-6.0%	-7.5%	14.2%	i	2.9
COc1ccc(OC)c(NC(=O)CSc2nnc(C3CCCCC3)o2)c1	-0.2%	-2.7%	-25.4	652	0.8%	-3.1%	0.0%	7.6%	17.1%	i	0.2
CCOC(CCNC(=O)c1cn(CC(C)C)c(=O)c2c1c1ccccc1n2C)OCC	-1.5%	.	-10.7	805	-8.5%	9.9%	3.5%	-11.2%	9.4%	i	0.3
Cc1ccc(N2C(=O)c3ccccc3C2Nc2ccc(S(=O)(=O)N3CCCCC3)cc2)nc1 (configuration not stated)	-0.2%	-3.6%	.	.	1.5%	30.2%	-1.1%	-1.4%	17.8%	i	1.8
O=C(N/N=C/c1ccc(OC(F)F)cc1)c1ccc(CSc2nc3ccccc3[nH]2)cc1	-1.1%	-1.5%	-1.6	606	-5.5%	13.1%	15.4%	-16.5%	5.5%	i	0.3
Cc1ccc(NC(=O)c2ccc3c(c2)C(=O)N(c2cc(C)ccc2C)C3=O)nc1	-0.1%	.	17.6	799	-11.1%	6.9%	-0.3%	-4.5%	-1.5%	i	5.0
Cc1ccc(NC(=O)c2cc(N3C(=O)CCC3=O)ccc2N2CCCCC2)cc1	1.2%	-5.4%	12.0	612	-2.5%	-2.2%	-1.9%	-2.3%	1.5%	i	0.2
CCOC(=O)N1CCN(C(=O)c2cccc(NC3=NC4CS(=O)(=O)CC4S3)c2)CC1 (configuration not stated)	3.7%	-4.0%	21.2	647	-1.2%	8.9%	4.3%	-0.8%	23.6%	i	1.0
CC(=O)Oc1ccc(Oc2ccc(-c3noc(C)n3)cc2)cc1	0.4%	-1.8%	9.7	691	-2.6%	-3.7%	0.3%	-4.5%	-38.4%	i	1.2
CCOC(=O)c1ccc(N2C(=O)CC(Sc3nc(O)c(CC)c(=O)[nH]3)C2=O)cc1 (configuration not stated)	2.4%	-7.4%	-10.2	751	-3.3%	12.4%	0.9%	10.3%	-13.0%	i	0.2
CC1=NC(C#N)=C(C#N)NC(C)(C)C1	2.7%	-5.1%	4.2	691	-1.7%	4.9%	1.4%	-3.0%	11.4%	i	0.7
COc1ccc(CCNC(=O)COC(=O)c2ccco2)cc1OC	-0.5%	-1.7%	.	.	-4.8%	2.8%	1.8%	-6.5%	18.6%	i	0.5
CC(CCc1ccccc1)NCC(O)COc1ccccc1 (configuration not stated)	-2.0%	-8.9%	0.5	654	-7.7%	-0.7%	-6.9%	3.1%	-4.1%	i	0.2
CCCCN(C(=O)NC(=O)Nc1ccc(C)cn1)S(C)(=O)=O	0.9%	-11.8%	-6.3	606	-3.1%	9.0%	-0.8%	-4.4%	14.2%	i	0.2
COc1ccc(CC(=O)Nc2cc(S(=O)(=O)N3CCCCC3)ccc2C)cc1OC	-1.7%	-2.5%	-1.5	669	-2.0%	-1.7%	7.2%	1.6%	43.9%	i	0.2
CCCCOC(=O)C1=C(C)NC(=O)NC1c1cc2c(cc1Br)OCO2 (configuration not stated)	-1.2%	.	-3.1	843	-8.3%	-3.8%	2.3%	-5.2%	-5.1%	i	0.8
N/C(=N\OC(=O)C1CCCCC1)c1ccc(Br)cc1	0.3%	.	-14.2	835	-5.9%	28.9%	8.8%	0.8%	-20.1%	i	0.2
Nc1cc(N)nc(SCC(=O)Nc2cc(S(=O)(=O)N3CCOCC3)ccc2Cl)n1	-0.1%	.	-19.7	799	-6.8%	-1.4%	1.8%	5.5%	-3.3%	i	2.4
COc1ccc(CNC(=O)COC(=O)c2cc(-c3ccco3)nc3ccccc23)cc1	0.8%	1.7%	16.8	773	10.1%	40.5%	13.9%	.	3.6%	.	.
COc1ccc(-c2[nH]nc3c2C(c2ccc(OC(=O)N4CCOCC4)cc2)C(C#N)=C(N)O3)cc1 (configuration not stated)	-3.0%	-0.2%	13.1	715	-1.1%	1.9%	-8.0%	.	2.7%	.	.
O=C1CC(NC23CC4CC(CC(C4)C2)C3)C(=O)N1c1ccc2c(c1)OCO2 (configuration not stated)	-0.5%	-3.0%	18.0	718	-6.0%	4.8%	3.1%	-1.4%	8.0%	i	5.4
Cc1c(NN=C(C#N)C#N)c(=O)n(-c2ccccc2)n1C	-2.6%	-2.3%	-4.2	721	-9.5%	-2.0%	-1.5%	0.8%	12.9%	i	0.1
COc1ccccc1N1CCN(C(=O)CSc2nc(C)c(C)c(=O)[nH]2)CC1	-3.1%	-10.1%	3.4	696	-2.8%	-6.5%	-0.5%	-0.8%	5.1%	i	0.9
Oc1ccccc1N1CCN(c2ncnc3sc(-c4ccccc4)cc23)CC1	3.2%	.	9.5	639	4.3%	34.7%	9.8%	-8.5%	33.3%	i	0.8
Cc1ccc(CNC(=O)CCCc2nc3ccccc3s2)cc1	2.2%	-10.5%	-10.6	725	6.0%	-0.8%	-2.0%	-2.5%	-6.8%	i	0.4
Cc1sc(/N=C/c2ccccc2O)c(C#N)c1C	-1.3%	2.8%	-17.2	722	-5.5%	35.9%	3.5%	.	8.9%	.	.
NC(=O)C1Cc2ccccc2CN1C(=O)c1cccc(Oc2ccccc2)c1 (configuration not stated)	0.7%	.	-5.1	769	-1.2%	4.4%	8.3%	-4.8%	0.4%	i	0.3
Cc1cccnc1CCNC(=O)C1CCC(=O)N(Cc2cccc(F)c2)C1 (configuration not stated)	-0.6%	.	3.6	796	-7.8%	-0.8%	6.1%	-6.5%	5.5%	i	0.3
Cc1ccc(C)c(N2CCN(C(=O)c3csc(C)c3C)CC2)c1	-1.9%	0.2%	4.8	702	9.2%	-7.7%	-1.8%	-5.8%	3.8%	i	1.1
COC(=O)CCCC1=CC2=CC(=O)C(C)(OC(=O)c3cccs3)C(=O)C2=CN1Cc1ccco1 (configuration not stated)	29.4%	.	.	.	-5.9%	12.2%	8.1%	9.6%	5.2%	i	1.4
COc1ccc(Nc2nc3ccc(C)cn3c(=O)c2/C=N/O)cc1	-1.8%	-4.7%	18.4	659	-4.1%	13.6%	-4.0%	-1.6%	12.9%	i	1.0
Cc1ccc(C(=O)N/C(=C\c2cccs2)C(=O)N2CCN(C)CC2)cc1C	-1.4%	.	2.3	639	-7.4%	4.7%	-1.0%	-2.6%	2.4%	i	1.9
O=c1[nH]c(CN2CCN(Cc3ccc4c(c3)OCO4)CC2)nc2sc3c(c12)CCC3	-0.8%	-9.6%	2.4	740	-0.8%	-1.5%	-1.9%	.	-26.7%	.	.
CC(C)CN1C(=O)NC(NS(=O)(=O)c2ccc(N)cc2)(C(F)(F)F)C1=O (configuration not stated)	-2.2%	-3.9%	3.5	705	-6.6%	-19.3%	5.2%	0.0%	-7.4%	i	1.0
Cc1c(O)ccc2c(CC(=O)N[C@@H](Cc3ccccc3)C(=O)O)cc(=O)oc12	1.4%	.	.	.	-2.9%	?	0.6%	0.0%	-1.7%	i	0.1
CCc1ccc(-c2nc(CN3CCC(C(=O)NCc4ccccc4OC)CC3)c(C)o2)cc1	-1.9%	-1.9%	.	.	-6.2%	-8.3%	-5.1%	2.7%	2.2%	?	.	NS5 inhibitors pilot replicate=-3.2
CCCn1c(SCC(=O)NC)nc2sc3c(c2c1=O)CCC3	2.5%	.	?	.	0.6%	-0.3%	-3.2%	-4.1%	-6.3%	i	1.9
COc1ccc(CNC(=O)CN(C(=O)c2snc(C(N)=O)c2N)c2ccccc2F)cc1	1.2%	.	-13.7	820	-5.5%	4.9%	-2.9%	-6.6%	-8.1%	i	2.7
O=C1NC(=O)/C(=C/c2ccc(-c3cccc([N+](=O)[O-])c3)o2)S1	9.9%	.	30.1	814	-9.7%	4.1%	1.2%	11.2%	-29.4%	i	2.4
CCOc1cc(/C=C2/NC(=O)NC2=O)cc([N+](=O)[O-])c1O	-3.2%	-3.3%	9.5	734	-2.8%	-3.5%	3.1%	22.9%	8.4%	i	0.5
CCOC(=O)c1csc(NC(=O)Nc2cccc(OC)c2)n1	-0.2%	-11.2%	-9.1	664	-2.9%	-5.8%	1.2%	.	-7.5%	.	.
Cc1ccc(C(=O)N(CCN2CCCCC2)CC2CCCN(C3CCCC3)C2)s1 (configuration not stated)	0.2%	.	-1.9	840	-12.8%	1.3%	-2.7%	-6.8%	-9.8%	i	0.9
COc1ccc(-c2ccc(SCC(=O)N3CCN(c4ccccc4)CC3)nn2)cc1	2.0%	-0.3%	-3.4	686	-5.5%	18.2%	4.9%	-8.9%	-3.9%	i	0.1
Cc1ccc(-c2noc(CSc3nnnn3-c3ccccc3)n2)cc1	-2.7%	-6.0%	.	.	-11.5%	8.2%	-4.5%	-7.8%	5.2%	i	6.6
